Screening results from PubChem.
NTMT1 inh = inhibitors of human N-terminal methyltransferase NTMT1; Potency, µM (highest dose often 114 µM), inactives show top-dose activity change, negative = inhibition, actives largely listed as inhibitors; hit rate 2.5% among 59,000; NTMT1 MTase-Glo SAH luminescence, purified enzyme; AID 1645870;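 note: potency is the fitted concentration of half-maximal effect; plate controls were DMSO vehicle for no effect and no enzyme for full effect; nearly all actives have a fitted effect of over 65% in size; many of its hits are not listed in these tables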
TSG101-PTAP inh = inhibitors of HIV-1 PTAP binding to human TSG101, validation; AID 1347069; Fluorescence polarization, FITC-PTAP peptide/Tsg101, 20 min; Potency, µM (series often up to 115 µM), without a hit: top-dose activity change, negative = inhibition, actives largely listed as inhibitors; 44,000 tested, under 10 active; Q99816; note: potency is the fitted concentration of half-maximal effect; 0% is about no effect
Target sequence (Q99816 whole entry, looked up): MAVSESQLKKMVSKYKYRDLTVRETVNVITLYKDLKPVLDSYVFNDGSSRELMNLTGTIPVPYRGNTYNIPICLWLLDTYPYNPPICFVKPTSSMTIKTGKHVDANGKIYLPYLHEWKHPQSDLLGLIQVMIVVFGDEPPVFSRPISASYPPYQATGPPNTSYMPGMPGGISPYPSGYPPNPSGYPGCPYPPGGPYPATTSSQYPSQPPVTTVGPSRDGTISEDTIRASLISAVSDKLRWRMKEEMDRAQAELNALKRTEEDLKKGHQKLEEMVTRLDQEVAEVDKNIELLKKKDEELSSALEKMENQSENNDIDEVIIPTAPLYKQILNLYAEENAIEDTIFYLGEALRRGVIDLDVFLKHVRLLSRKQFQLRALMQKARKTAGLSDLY
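Fluorescence polarization binding of Tsg101 binding domain (10 uM final) to FITC-labeled PTAP-motif peptide (50 nM final) in HEPES pH 7.5/NaCl/Tween 20/EDTA/TCEP buffer; 20 min at r.t. Actives by curve class, <25 µM, efficacy <60% inhibition.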
p53null 39C tox = selectivity test: cytotoxicity in p53 null cells, nonpermissive temperature. hit rate 0.97% among 55,000. H1299 p53-null (neo) cells, 39C, ATPlite viability, 24 h. Potency, µM (doses to about 46.1 µM), inactives show at the top dose activity, negative = cell killing, most hits filed as cytotoxic. AID 904;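 note: potency is the fitted concentration of half-maximal effect; 0% = DMSO only and -100% = full killing by 100 µM tamoxifen; nearly all actives have a fitted effect of over 50% in size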
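Cells seeded at 600/well, 37C overnight. Compound added (up to 46 uM), plates shifted to 39C for 24 hr. ATPlite added, luminescence read after 20 min at room temperature.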
B2AR arrestin ag = ADRB2 beta-arrestin recruitment; P07550; HTLA Tango cells, beta-arrestin recruitment, luciferase luminescence, 18 h; Potency, µM (doses to about 46.1 µM), inactives show top-dose activation, usual class: activators; 44,000 tested, under 10 active; AID 1347077;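 note: potency is the fitted concentration of half-maximal effect; 0% = DMSO and full agonism = EC100 isoproterenol or metaproterenol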
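Tango cells (recombinant beta2-AR, beta-arrestin, tTA-driven luciferase), 1500/well in DMEM 1% FBS, treated 18 h at 37 °C with compounds up to 46 µM; luciferin mix added, luminescence read after 15 min; %activity curves fitted and curve-classed.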
FH mod = Identification of activators of human fumarate hydratase by quantitative high-throughput screening; Fumarate hydratase, mitochondrial (Homo sapiens), P07954; Potency, µM (series often up to 79.9 µM), for inactives: at the top dose activity change, negative = inhibition, hits mostly inhibitors; hit rate 0.22% among 54,000; FH coupled MDH/diaphorase resazurin fluorescence, 15 min; note: potency is the fitted concentration of half-maximal effect; % is set by controls: 0 for no effect and ±100 for the full control effect; the screen sought activators but most active calls are inhibition curves; nearly all actives have a fitted effect of over 45% in size
Target sequence (P07954 whole entry, looked up): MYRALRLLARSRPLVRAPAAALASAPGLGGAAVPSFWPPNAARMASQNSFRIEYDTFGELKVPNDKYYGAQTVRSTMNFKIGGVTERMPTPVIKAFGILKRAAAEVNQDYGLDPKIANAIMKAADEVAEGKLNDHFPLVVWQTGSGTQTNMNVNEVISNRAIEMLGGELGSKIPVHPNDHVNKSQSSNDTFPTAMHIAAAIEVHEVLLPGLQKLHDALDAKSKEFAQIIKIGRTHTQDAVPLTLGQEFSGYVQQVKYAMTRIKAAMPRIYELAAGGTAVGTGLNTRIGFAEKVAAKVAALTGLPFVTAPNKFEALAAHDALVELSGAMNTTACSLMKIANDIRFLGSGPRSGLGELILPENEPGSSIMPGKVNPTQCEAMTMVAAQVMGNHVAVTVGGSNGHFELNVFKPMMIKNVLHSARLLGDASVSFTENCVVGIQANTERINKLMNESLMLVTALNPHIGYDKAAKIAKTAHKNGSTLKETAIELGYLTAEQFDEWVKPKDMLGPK
GALK inhibitor = inhibitors of human galactokinase (GALK); 44,000 tested, under 10 active; AID 1347072; P51570; recombinant GALK, Kinase-Glo ATP luminescence, 1 h; Potency, µM (doses to about 57.5 µM), inactives show at the highest dose activity, negative = inhibition, usual class: inhibitors;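 note: plate controls were full GALK reaction for no effect and reaction lacking GALK for full effect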
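5 nM GALK; 35 uM ATP; 100 uM D-galactose; 20 mM HEPES pH 8.0, 5 mM MgCl2, 60 mM NaCl, 1 mM DTT, 0.01% BSA; 1 h RT; Kinase-Glo Plus luminescence.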
p53null 32C tox = selectivity test: cytotoxicity in p53 null cells, permissive temperature. H1299-neo p53 null cells, ATP luminescence, 24 h, 32C. Potency, µM (titrated, usually from 46.1 µM), for inactives: at the highest dose activity change, negative = cytotoxicity, actives largely listed as cytotoxic. hit rate 0.62% among 55,000;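 note: potency is the fitted concentration of half-maximal effect; 0% = DMSO only and -100% = full killing by 100 µM tamoxifen; nearly all actives have a fitted effect of over 55% in size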
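AC50 values derive from Hill modelling of qHTS concentration-response data (up to 46 uM) in H1299-neo cells. Cells were treated 24 h at 32C following overnight attachment at 37C; viability was read as cellular ATP.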
* = called active by the depositor; ? = inconclusive; . = not tested or not shown; [ ] = another dose, or the depositor's remark. Calls come from the whole dose curve; as a rule, active = well fitted curve in the direction sought with a large enough effect; inconclusive = small, poorly fitted or top-dose-only effect, or another doubt; inactive = no such curve, though single readings can be large; an effect the other way counts as inactive or inconclusive. A portion of the library (hit frequency here may not be typical).

1: Cc1cccc(OCC(=O)N(Cc2ccc(N(C)C)cc2)Cc2ccco2)c1C
2: Cc1ccc(-c2cc(NC(=O)COc3ccc(Cl)cc3C)on2)cc1
3: COc1ccc(Br)cc1[C@@H]1Nc2ccc(C(=O)O)cc2[C@@H]2C=CC[C@@H]21
4: COc1ccc(Cl)cc1NC(=O)CCc1nc(-c2ccccc2F)no1
5: CCOC(=O)C1CCN(S(=O)(=O)c2cc3c4c(c2)C(C)C(=O)N4CCC3)CC1 (stereo not drawn)
Screen / compound no.	1	2	3	4	5
NTMT1 inh	-1%	13%	-28%	9%	-1%
TSG101-PTAP inh	-13%	-2%	-20%	-2%	-4%
p53null 39C tox	45%[activator]	-10%	-9%	-18%	16%
B2AR arrestin ag	-1%	0%	0%	1%	-3%
FH mod	-21%	4%	1%	?	6%
GALK inhibitor	0%	?	-4%	0%	2%
p53null 32C tox	19%	-9%	8%	-3%	2%

6: Cc1cccc2c(=O)cc(CSc3ccccc3NC(=O)C(C)C)[nH]c12
7: COc1ccc(/C=C/C(=O)Nc2nc3n(n2)C(c2ccccc2)C=C(c2ccc(Cl)cc2)N3)cc1 (stereo not drawn)
8: COc1ccc(C(=O)Nc2c(C(=O)c3ccccc3)oc3ccccc23)cc1
9: COc1ccc(Cl)cc1NC(=O)COC(=O)CC(C)(C)CC1=NS(=O)(=O)c2ccccc2N1
10: Cc1ccc(NC(=O)Cn2cc(S(=O)(=O)Cc3cccc(Cl)c3)c3ccccc32)cc1C
Screen / compound no.	6	7	8	9	10
NTMT1 inh	-18%	29%	17%	1%	20%
TSG101-PTAP inh	-2%	-1%	1%	-11%	-2%
p53null 39C tox	6%	28%	?	-1%	-6%
B2AR arrestin ag	1%	1%	1%	-2%	1%
FH mod	-18%	7%	-17%	-15%	-10%
GALK inhibitor	-1%	-1%	0%	-2%	-3%
p53null 32C tox	-4%	11%	-7%	1%	-14%

11: COc1ccccc1C(=O)Nc1nc2nc(C)c(Cc3ccccc3)c(=O)n2[nH]1
12: CCCc1nn2c(=O)cc(COC(=O)c3ccccc3NC(=O)c3ccc(Cl)cc3)nc2s1
13: Cc1ccc(C(=O)N2CCc3cc(CNC(=O)c4ccnn4C)ccc32)cc1
14: O=C(c1cn(CCOc2ccccc2F)c2ccccc12)C1CCCCC1
15: O=C(NC1CC(=O)N(c2ccc(F)cc2)C1)c1ccc(S(=O)(=O)N2CCCC2)cc1 (stereo not drawn)
Screen / compound no.	11	12	13	14	15
NTMT1 inh	-10%	21%	-14%	-2%	3%
TSG101-PTAP inh	-6%	-4%	-4%	2%	-4%
p53null 39C tox	1%	-7%	-13%	-4%	30%
B2AR arrestin ag	-1%	?	1%	0%	-3%
FH mod	-10%	-16%	-4%	-18%	-1%
GALK inhibitor	-3%	0%	3%	0%	-3%
p53null 32C tox	-6%	-5%	-10%	-7%	-6%

16: CC(NC(=O)CN1C(=O)COc2ccc(S(=O)(=O)N3CCCCCC3)cc21)c1ccccc1 (stereo not drawn)
17: CCc1cccc(CC)c1NC(=O)c1ccc2c(c1)CCN2S(=O)(=O)c1ccccc1
18: COc1ccc(-c2nc(CSCC(=O)NCCc3ccccc3)c(C)o2)cc1
19: Cc1ccc(NCc2nc3ccccc3n2CCOc2ccccc2)cc1
20: CCc1ccccc1NC(=O)c1nc2nc(C)cc(C(F)F)n2n1
Screen / compound no.	16	17	18	19	20
NTMT1 inh	14%	15%	-6%	2%	1%
TSG101-PTAP inh	-1%	4%	-3%	0%	0%
p53null 39C tox	-24%	-1%	-9%	?	-17%
B2AR arrestin ag	1%	-2%	0%	0%	1%
FH mod	-4%	-5%	-5%	-15%	-18%
GALK inhibitor	0%	0%	8%	5%	8%
p53null 32C tox	3%	-5%	-9%	87%[activator]	-7%

21: Cc1ccc(-n2c(=O)[nH]c3sc4c(c3c2=O)CCNC4)cc1C
22: CCOc1ccc(CNC(=O)c2cc3c(=O)n(Cc4cccs4)ccc3nc2C)cc1
23: CCOC(=O)c1ccc(N2C(=O)c3n[nH]c(-c4ccco4)c3C2c2ccccc2OC)cc1 (stereo not drawn)
24: Cc1ccc(S(=O)(=O)n2nc(-c3ccco3)nc2NCc2ccccc2Cl)cc1
25: COc1cccc(CNC(=O)C2CCN(S(=O)(=O)c3ccc4c(ccn4C)c3)CC2)c1
Screen / compound no.	21	22	23	24	25
NTMT1 inh	-3%	.	3%	-2%	10%
TSG101-PTAP inh	-8%	-1%	1%	-4%	1%
p53null 39C tox	-17%	-9%	?	2%	1%
B2AR arrestin ag	1%	0%	1%	-1%	-1%
FH mod	-8%	.	?	-23%	-9%
GALK inhibitor	0%	3%	1%	-8%	-1%
p53null 32C tox	2%	-1%	59%[activator]	6%	12%

26: CCOc1ccc(OCC)c(NS(=O)(=O)c2c(C(=O)N3CCC(C)CC3)c(C)n(C)c2C)c1
27: CCOC(=O)c1ccc(NC(=O)CC2C(=O)N(c3ccc(F)cc3)C(=O)N2Cc2ccc(C)cc2)cc1 (stereo not drawn)
28: COC(=O)c1ccccc1NC(=O)CCC(=O)N1CCOc2ccccc21
29: Cc1ccc(C(C)C)c(OCC(=O)Nc2cccc(-c3nc4ncccc4o3)c2)c1
30: COc1ccc(NC(=O)CC(C)S(=O)(=O)c2ccc3c(c2)NC(=O)CO3)cc1OC (stereo not drawn)
Screen / compound no.	26	27	28	29	30
NTMT1 inh	0%	6%	4%	6%	2%
TSG101-PTAP inh	2%	1%	0%	-3%	0%
p53null 39C tox	-11%	30%[activator]	-15%	?	-3%
B2AR arrestin ag	0%	-1%	-3%	0%	-1%
FH mod	-26%	-21%	1%	?	15%
GALK inhibitor	3%	-3%	3%	-2%	1%
p53null 32C tox	2%	41%[activator]	3%	?	-1%

2 records drawn at random from those above:
26: CCOc1ccc(OCC)c(NS(=O)(=O)c2c(C(=O)N3CCC(C)CC3)c(C)n(C)c2C)c1
29: Cc1ccc(C(C)C)c(OCC(=O)Nc2cccc(-c3nc4ncccc4o3)c2)c1
Screen / compound no.	26	29
NTMT1 inh	0%	6%
TSG101-PTAP inh	2%	-3%
p53null 39C tox	-11%	?
B2AR arrestin ag	0%	0%
FH mod	-26%	?
GALK inhibitor	3%	-2%
p53null 32C tox	2%	?

Other compounds.
31: CC(=O)c1c(C)n(-c2cccc(C)c2)c2ccc(OC(=O)COc3ccccc3)cc12
32: Cc1ccccc1C(=O)Nc1ccc2nc(SCC(=O)N(C)c3ccccc3)sc2c1
33: Cc1nnc(NC(=O)CSc2nc3c([nH]c4ccccc43)c(=O)n2-c2ccc(Cl)cc2)s1
34: CCCCN(C)c1nnc(NC(=O)Nc2ccc(Br)c(C)c2)s1
35: CCN(Cc1ccccc1)C(=O)c1cc2c(s1)-c1c(C)cccc1OC2
Screen / compound no.	31	32	33	34	35
NTMT1 inh	5%	-3%	3%	8%	1%
TSG101-PTAP inh	-6%	2%	1%	-2%	0%
p53null 39C tox	26%	-24%	-1%	14%	4%
B2AR arrestin ag	-1%	-3%	0%	-3%	1%
FH mod	-10%	-16%	-4%	-4%	?
GALK inhibitor	4%	-12%	0%	-11%	?
p53null 32C tox	15%	4%	-9%	-1%	6%

Three entries already listed, arranged by molecular weight, falling.
32: Cc1ccccc1C(=O)Nc1ccc2nc(SCC(=O)N(C)c3ccccc3)sc2c1
31: CC(=O)c1c(C)n(-c2cccc(C)c2)c2ccc(OC(=O)COc3ccccc3)cc12
35: CCN(Cc1ccccc1)C(=O)c1cc2c(s1)-c1c(C)cccc1OC2
Screen / compound no.	32	31	35
NTMT1 inh	-3%	5%	1%
TSG101-PTAP inh	2%	-6%	0%
p53null 39C tox	-24%	26%	4%
B2AR arrestin ag	-3%	-1%	1%
FH mod	-16%	-10%	?
GALK inhibitor	-12%	4%	?
p53null 32C tox	4%	15%	6%

Next section:
36: Cc1ccc(-c2nnc(SCCOc3ccccc3)o2)cc1
37: O=C(Nc1ccc2nc(SCC(=O)N3CCCC3)sc2c1)c1cccc(Cl)c1
38: Cc1nnc2c(Nc3cccc(O)c3)nc3ccccc3n12
39: Cc1cc(C(F)(F)F)c2c(N)c(C(=O)Nc3c(Cl)cccc3Cl)sc2n1
40: Cc1ccc(OCCn2c(COc3ccc(Cl)cc3)nc3ccccc32)cc1
Screen / compound no.	36	37	38	39	40
NTMT1 inh	-1%	-5%	?	-16%	5%
TSG101-PTAP inh	-3%	7%	-3%	1%	-1%
p53null 39C tox	-8%	?	?	7%	-26%
B2AR arrestin ag	-4%	-2%	-2%	8%	1%
FH mod	-17%	?	6%	-17%	-6%
GALK inhibitor	3%	-9%	-9%	-1%	7%
p53null 32C tox	-6%	-26%	-10%	10%	-7%

41: Cc1nc2ccc(S(=O)(=O)N(CC(=O)Nc3ccc(Cl)cc3)Cc3ccccc3)cc2s1
42: Cc1ccc(S(=O)(=O)c2nnn3c2nc(NCCc2ccccc2)c2sccc23)cc1
43: Cc1cccc(NC2=CC(c3cccc(Br)c3)N(c3cccc(C)c3)C2=O)c1 (stereo not drawn)
44: CCCCN(C)CCCNC(=O)C1CCN(S(=O)(=O)CCC)CC1
45: Cc1c(Cl)cccc1NC(=O)CSc1ccc(-c2ccccn2)nn1
Screen / compound no.	41	42	43	44	45
NTMT1 inh	21%	-2%	?	-1%	10%
TSG101-PTAP inh	-12%	-2%	2%	-4%	-6%
p53null 39C tox	-1%	-16%	11%	14%	-8%
B2AR arrestin ag	2%	9%	0%	-1%	0%
FH mod	-9%	?	-26%	-4%	24%
GALK inhibitor	3%	3%	2%	2%	0%
p53null 32C tox	-9%	13%	10%	-2%	-26%

46: COc1ccc(NC(=O)c2ccc3c(c2)N(Cc2cccc(Cl)c2)C(=O)c2ccccc2S3=O)cc1Cl (stereo not drawn)
47: Cc1ccccc1NS(=O)(=O)c1nnc(NC(=O)c2ccccc2C)s1
48: COc1cc(-c2noc(-c3cc(C)[nH]n3)n2)cc(OC)c1OC
49: O=C(NNc1ncnc2c1cnn2-c1ccccc1)c1ccccc1
50: CCCCOC(=O)c1ccc(NC(=O)c2cnc3ccc(C)cn3c2=O)cc1
51: CC(Sc1nnc2ccc3ccccc3n12)C(=O)Nc1ccc(Cl)cc1 (stereo not drawn)
52: COc1ccc2nc(NC(=O)c3cc(=O)c4cc(C)cc(C)c4o3)sc2c1
53: CCC(C)n1c(SCC(=O)Nc2ccccc2C(=O)OC)nc2ccsc2c1=O (stereo not drawn)
Screen / compound no.	46	47	48	49	50	51	52	53
NTMT1 inh	2%	35%[activator]	16%	0%	-1%	?	-1%	?
TSG101-PTAP inh	8%	0%	-5%	-2%	-5%	-4%	-2%	-4%
p53null 39C tox	0%	-1%	-22%	11%	5%	18%	12%	2%
B2AR arrestin ag	4%	0%	0%	2%	0%	0%	0%	-1%
FH mod	-20%	-4%	-6%	-1%	1%	-6%	-4%	-17%
GALK inhibitor	0%	3%	-1%	1%	-3%	?	-10%	-1%
p53null 32C tox	-1%	-3%	4%	-7%	-6%	-8%	4%	7%
